High-throughput results deposited in PubChem by several laboratories.
DAX1 inh-1: inhibits human nuclear receptor DAX1; inhibition, % at 6.75 µM; HEK293 Gal4-DAX1 luciferase reporter, luminescence; 0.99% of 340,000 active; P51843; AID 504766;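 active = inhibition above the mean over all tested compounds plus 3 SD, cut at about 4.2% in these data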;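 note: 0% = DAX1-transfected cells with DMSO and 100% = empty-vector control cells with DMSO; inhibition shows as a rise in luminescence from relieved DAX1 repression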
Target sequence (P51843 207-470 limits assumed): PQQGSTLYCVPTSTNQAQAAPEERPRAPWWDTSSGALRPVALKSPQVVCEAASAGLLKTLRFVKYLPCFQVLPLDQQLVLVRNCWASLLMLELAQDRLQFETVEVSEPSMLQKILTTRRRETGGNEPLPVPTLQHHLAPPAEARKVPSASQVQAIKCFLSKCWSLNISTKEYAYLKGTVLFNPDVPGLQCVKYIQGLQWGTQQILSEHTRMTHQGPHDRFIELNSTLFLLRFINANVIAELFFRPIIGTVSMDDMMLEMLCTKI
PG9 Ab binder: binds the HIV-1 gp120 antibody PG9 | TR-FRET gp120-PG9 antibody binding | inhibition, % at 6.7 µM | 0.43% of 360,000 active; in the data active = inhibition above about 8.5%
SMARCA2 activ: SMARCA2 function activation, primary screen; MG213 cells, MMTV-luciferase reporter, dexamethasone, overnight; activation, % at 9.1 µM; 1% of 370,000 active; AID 652017; in the data active = activation above about 7.8%;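 note: 0% = vehicle wells and 100% = reference activator wells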
ssDAF-12 act: activates DAF-12 receptor from parasite S. stercoralis. HEK293 ssDAF-12/GRIP1 lit1-tk-luc reporter, luminescence; % of 3 µM dafachronic acid response. activation, % at 6.8 µM. 1% of 370,000 active. AID 652126;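 active = activation above the mean over all tested compounds plus 3 SD, cut at about 0.9% in these data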;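 note: 0% = DMSO-only wells and 100% = 3 µM delta7-dafachronic acid wells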
PLCb3 inh: blocks human PLC-beta3 enzyme activity | Purified PLC-beta3, fluorogenic substrate, fluorescence | inhibition, % at 12.2 µM | 0.18% of 370,000 active | AID 720704; in the data active = inhibition above about 11%;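 note: 0% = median of compound wells on plate and 100% = full blocker control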
hgDAF-12 ag: hgDAF-12 agonism, primary luciferase screen | HEK293 GAL4-hgDAF12 UAS-luciferase reporter, agonist luminescence; normalized to butyrate control | activation, % at 6.8 µM | 1.8% of 370,000 active;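 active = activation above a cutoff set at the mean of all screened compounds plus 3 SD, cut at about 10% in these data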;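 note: 0% = DMSO wells and 100% = sodium butyrate wells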
Rev-erbA mod: modulators of human Rev-erb alpha DNA binding; Rev-erbα–FITC-DNA binding, fluorescence polarization, 90 min; 0.79% of 370,000 active; activity, % at 10 µM; P20393;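 active = activity above about 14%, limit read from the data; passing the limit was not always enough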;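 note: 0% = DMSO wells with 35 nM protein and 100% = DMSO wells with 750 nM protein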
hcDAF12 agonist: H. contortus DAF-12 activation, primary screen; HEK293 hcDAF-12 lit1-tk-luc reporter, luminescence; 0% DMSO, 100% Δ7-dafachronic acid; activation, % at 6.8 µM; 1.4% of 370,000 active; AID 652067;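 active = activation above the mean of all tested compounds plus 3 SD, cut at about 5.5% in these data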;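 note: 100% = response to 3 µM Δ7-dafachronic acid high control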
DAX1 inh-2: blocks DAX1 repression of SF-1 activated StAR promoter; HEK293T StAR-luciferase reporter, SF-1/DAX-1 repression relief; inhibition, % at 6.8 µM; 1.1% of 370,000 active; AID 652010;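 active = inhibition above the mean over all tested compounds plus 3 SD, cut at about 3.6% in these data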;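 note: 0% = DAX-1 cells with DMSO and 100% = cells lacking DAX-1 with DMSO; higher inhibition means more luminescence from relief of DAX-1 repression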
GAA850 FXN act: increases GAA850 frataxin promoter reporter activity. HEK293 lucGAA850 FXN promoter luciferase reporter, 24 h; percent of 10 µM SAHA response. activation, % at 6 µM. 0.56% of 360,000 active. AID 540364;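 active = activation above the average of all compounds screened plus 3 SD, cutoff fixed separately per campaign, cut at about 7.5% in these data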;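 note: 0% = DMSO wells and 100% = 10 µM SAHA wells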
sPLA2-III inh: Inhibits HGIII-sPLA2 liposome hydrolysis, primary screen; QFRET BODIPY PC-A2 liposome hydrolysis, fluorescence; inhibition, % at 12.2 µM; 0.56% of 370,000 active; Q9NZ20;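 active = inhibition above mean plus 3 SD of compounds lying within the high and low control bounds, cut at about 19% in these data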;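 note: 0% = median of test compound wells and 100% = no enzyme DMSO wells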
Target sequence (Q9NZ20 whole entry, looked up): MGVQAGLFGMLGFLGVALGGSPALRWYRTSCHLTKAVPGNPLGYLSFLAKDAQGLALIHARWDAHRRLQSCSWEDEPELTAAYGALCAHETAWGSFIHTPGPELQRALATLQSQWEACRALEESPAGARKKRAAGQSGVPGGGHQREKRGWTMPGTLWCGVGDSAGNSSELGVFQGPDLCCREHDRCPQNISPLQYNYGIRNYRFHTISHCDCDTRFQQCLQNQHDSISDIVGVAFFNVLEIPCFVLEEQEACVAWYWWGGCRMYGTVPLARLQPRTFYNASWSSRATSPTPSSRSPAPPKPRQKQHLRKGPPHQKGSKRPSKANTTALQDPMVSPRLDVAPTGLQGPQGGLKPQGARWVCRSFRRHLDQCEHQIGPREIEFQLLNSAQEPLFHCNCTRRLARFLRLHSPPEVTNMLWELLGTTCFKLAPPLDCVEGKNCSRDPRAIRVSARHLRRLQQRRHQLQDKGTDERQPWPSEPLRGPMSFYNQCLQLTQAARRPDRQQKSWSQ
Active calls of the source: *; / = no result given.

Second line of a record – PG9 Ab binder	Rev-erbA mod	GAA850 FXN act	hgDAF-12 ag	ssDAF-12 act	PLCb3 inh	DAX1 inh-2	DAX1 inh-1	SMARCA2 activ	hcDAF12 agonist	sPLA2-III inh
- COC(=O)c1cccc(Nc2c3c(nc4ccccc24)CCC3)c1
    0.8	3	-3.6	2.5	-1.1	-17	-0.6	-1.9	-2	-3.8	4
- O=S(=O)(c1ccc(Br)cc1)N1CCN(c2ccccc2)CC1
    -1.0	-2	0.4	-0.4	-1.9	-6	0.1	1.6	-1	-1.9	4
- CCN(C(=O)CN1CC(C)OC(C)C1)c1c(N)n(Cc2ccccc2)c(=O)[nH]c1=O (stereo not given)
    0.6	-2	-2.2	-0.8	-1.5	-1	0.1	-0.1	-3	0.0	10
- COc1ccc(-c2cn[nH]c2N)c(OC)c1
    -0.9	-5	-4.8	-0.2	-1.3	1	-0.3	-0.2	0	-0.6	-8
- COC(=O)CCCCCc1ccc(C(C)=O)s1
    -1.1	0	0.3	-0.6	-1.0	4	-0.4	-0.8	0	-1.2	3
- Cc1sc(C(=O)NCc2cccnc2)c2nc(C)n(CC(=O)NCc3cccnc3)c(=O)c12
    -2.0	-7	-2.8	3.9	-0.5	6	0.1	-1.1	0	0.7	9
- Cc1cc(C(=O)N/N=C/c2ccc(-c3ccccc3Cl)o2)n[nH]1
    -3.2	-2	1.7	5.9	-1.1	-26	-0.1	-0.2	0	-1.6	-9
- COc1ccc(-c2c(C#N)c(N)nc3c2c(=O)n(C)c(=O)n3C)cc1
    2.4	-5	-2.1	-1.6	-1.4	-49	-0.1	-0.1	-1	-0.4	8
- CCN(C(=O)COC(=O)Cc1c[nH]c2ccccc12)c1c(N)n(Cc2ccccc2)c(=O)[nH]c1=O
    2.6	0	2.0	-0.6	0.3	-11	0.8	-1.2	0	2.8	-17
- O=c1ccc(-c2nc3ccccc3n2Cc2ccccc2Cl)c[nH]1
    -1.0	2	2.0	-3.8	-1.5	-3	-0.4	-0.3	-1	-1.3	-7
- C[C@H](NC(=O)[C@@H]1CCCN1C(=O)[C@@H]1CCCN1C(=O)c1cccc(Cl)c1)c1ccccc1
    -0.2	7	/	0.2	-0.7	5	-0.5	/	-6	-2.1	6
- CCn1cc(C(=O)N[C@@H](CC(C)C)C(=O)NCCCn2ccnc2)c(=O)c2cc3c(cc21)OCO3
    -1.5	-2	-1.0	0.3	-1.0	-11	0.1	-0.2	-1	2.0	-3
- Cc1c(N/C=C(\Cl)C(=O)C(F)(F)F)c(=O)n(-c2ccccc2)n1C
    -0.6	4	0.3	-1.4	-1.4	-7	-0.4	0.4	4	0.2	-1
- COc1cc(/C=C2\SC(=S)N(CC(=O)NC3=NCCS3)C2=O)cc(OC)c1OC
    -3.6	0	1.9	1.0	-1.2	-5	0.2	-0.8	0	-1.4	0
- Cn1c(C(=O)NCCN2CCOCC2)cc2sccc21
    -0.6	-1	2.0	1.6	-1.2	2	0.1	0.1	-1	-0.4	6
- Cc1ccc2nc(-c3cccc(Cl)c3)c(Cc3cccc(Cl)c3)n2c1
    0.3	5	/	10	-0.3	-11	3.4	/	2	2.4	-9
- Cc1ccc(NNC(=O)c2ccno2)cc1C
    -1.3	-1	3.3	0.8	-0.4	-4	-0.3	2.3	3	3.5	7
- COc1ccc2nc(NNC(=O)c3cc(=O)c4ccccc4o3)sc2c1
    -3.5	6	-2.2	9.4	0.2	-149	1.5	-0.3	-1	5.3	16
- CSc1ccccc1C(=O)Nc1cccc(C(C)=O)c1
    -2.1	-8	-1.4	0.6	-1.4	3	-0.8	1.6	1	0.9	1
- CS(=O)(=O)N1CCCC(C(=O)NCCN2CCC(Cc3ccccc3)CC2)C1 (stereo not given)
    0.2	4	2.4	-2.5	-0.2	6	0.2	0.4	-4	-0.4	-1
- COc1ccccc1CNC(=O)CN(c1ccc(C)cc1)S(=O)(=O)c1c(C)n[nH]c1C
    1.5	6	-0.1	-3.1	-1.3	0	-0.1	-0.3	-1	0.2	-13
- CCOC(=O)c1c(-c2ccc(F)cc2)csc1NC(=O)CN1C(=O)NC2(CCCCC2C)C1=O (stereo not given)
    0.2	21*	13*	0.6	-1.9	3	0.0	0.7	0	-1.8	-11
- Cc1ccc(NC(=O)CC2C(=O)NC3CCCCC3N2C(=O)c2ccc(F)cc2)cc1C (stereo not given)
    -0.8	3	-1.9	-1.7	-1.2	6	-0.5	1.0	0	-1.4	3
- CCCC(=O)Nc1ccc(C(=O)/C=C/c2ccc(SC)cc2)cc1
    -0.1	-3	0.1	2.8	-1.4	-299	-1.2	0.2	2	-0.9	-19
- CCOc1ccc(NC(=S)N2CCCN(Cc3cccc(Cl)c3)C2)cc1
    -0.7	3	-1.2	4.8	-1.3	-4	-0.1	-1.7	2	0.2	-2
- COc1cc(C(=O)N2CCSCC2)ccc1OC1CCN(C(C)=O)CC1
    0.7	9	-1.8	-3.3	-1.0	-6	-0.1	0.1	0	0.1	5
- COc1cccc(CN2CCNC(=O)C2CC(=O)NCc2cn3ccc(C)cc3n2)c1OC (stereo not given)
    0.0	-5	1.9	-1.0	-0.1	-1	-0.1	0.6	-1	0.7	-2
- CCNC(=S)NNc1nncc2ccccc12
    -5.3	0	3.3	-2.8	-1.7	-2	-0.2	1.8	1	-0.6	1
- CCOc1ccccc1CNC(=O)c1cc2oc3ccccc3c2n1CC
    -2.2	2	-6.3	-8.9	-2.2	-5	-2.3	1.8	-4	-4.8	-10
- COc1cc([N+](=O)[O-])ccc1NC(=O)NNC(=O)c1sccc1C
    -1.8	3	-0.8	2.2	-0.9	-5	-1.2	0.8	1	0.1	-4
- Cc1ccccc1OCC(=O)N(CC(C)C)c1c(N)n(CC(C)C)c(=O)[nH]c1=O
    -0.4	-4	0.6	3.2	-1.7	-10	0.3	2.4	-1	-1.1	-6
- Cc1cccc(N=C2NN=C(c3ccccc3F)CS2)c1C
    0.5	3	-1.3	0.2	-2.0	-14	-0.1	-0.8	0	-1.1	0
- O=C1CCC([N+](=O)[O-])C(c2ccc(Cl)cc2)N1 (stereo not given)
    -1.5	1	-1.1	0.1	-0.9	0	0.4	0.3	3	0.1	-1
- O=C(COC(=O)C1COc2ccccc2O1)NC(=O)NC1CCCC1 (stereo not given)
    -0.3	-1	2.7	-0.5	-0.4	0	-0.6	-1.5	0	-1.3	0
- Cc1cc(/C=C2\SC(=S)NC2=O)c(C)[nH]1
    -11	-13	2.8	-0.8	-0.3	-14	1.5	0.1	1	1.0	7
- C=CCc1ccccc1OCC(O)CN1CCN(c2ccc(C)cc2)CC1 (stereo not given)
    1.7	4	1.9	1.0	-0.6	4	-1.3	0.0	1	0.2	6
- O=C(NN1C(=O)C2C3CCC(O3)C2C1=O)c1ccco1 (stereo not given)
    0.5	0	1.6	-0.3	-1.4	1	-0.3	0.8	2	0.0	11
- O=C(CSC(=S)N1CCOCC1)Nc1nccs1
    0.6	-3	2.0	1.0	-2.0	-4	0.0	1.8	2	-2.0	-1
- Cc1cc(C)c(NC(=O)c2ccc3c(c2)C(=O)N(Cc2cccnc2)C3=O)c(C)c1
    1.1	-4	2.1	-0.1	-1.3	-4	0.7	1.1	-3	-1.3	1
- CCCCNC(=S)NC(=O)c1ccc(Cl)cc1Cl
    1.1	3	2.7	1.9	-1.0	-2	0.9	0.6	1	1.4	2
- COc1ccc(N2C(=S)N(C(=O)c3ccccc3)C(=Nc3ccccc3)C2=Nc2ccccc2)cc1
    -4.0	1	5.8	5.3	-0.7	4	0.7	-1.6	11*	-0.2	-1
- CCOC(=O)c1c(C)oc2ccc(OC(=O)N3CCOCC3)cc12
    0.2	-1	1.2	1.0	0.0	-2	-0.1	0.4	0	0.6	-1
- CCOC(=O)CSc1nc(C(C)(C)C)nc2ccccc12
    -1.9	5	-0.3	1.0	-1.5	3	-0.2	-0.5	-1	0.2	-4
- CCOC(=O)C(NC(=O)Cc1ccccc1)(Nc1cc(C)on1)C(F)(F)F (stereo not given)
    -1.2	-5	0.7	-0.7	-0.9	6	-0.7	-0.9	4	0.3	-7
- CC(C)CC(N)c1csc(Nc2cnccn2)n1 (stereo not given)
    -3.5	1	-0.8	1.3	-1.2	1	-0.3	/	6	-0.6	1
- CCc1ccc(OCC(=O)NNC(=S)NC(=O)C2CCCCC2)c(Br)c1
    -1.4	2	1.8	1.1	-0.9	-7	0.9	0.0	1	0.3	-4
- COc1ccc2c(c1OC)C(=O)N(c1ccc3c(c1)CCC3)C2=O
    0.1	18	-0.5	0.7	-0.8	-1	0.1	0.4	-6	-0.1	4
- COc1ccc(S(=O)(=O)N(CC(=O)NCc2ccncc2)c2ccc(C)cc2)cc1OC
    -0.4	2	0.3	-2.4	-1.4	-1	0.0	0.9	-2	-1.0	-1
- CCOc1ccc(-n2c(SCC(=O)Nc3ccc4c(c3)OCO4)nc3ccccc3c2=O)cc1
    -0.5	4	-0.7	0.8	-1.0	4	0.0	-0.3	3	1.4	6
- COc1ccc(Cc2n[nH]c(=S)n2Cc2ccccc2)cc1Cl
    -0.4	7	0.8	-3.0	-2.6	3	-0.8	0.8	-1	-1.3	5
- C=CCN1C(=O)/C(=C/C=C2/N(CC)c3ccc(S(=O)(=O)N(C)C)cc3N2CC)SC1=S
    -3.3	9	1.3	0.2	-1.3	-22	0.1	-0.1	-3	-1.1	-11
- CCOC(=O)C1CCCN(C(=O)Cn2c(=O)c3cccn3c3cccnc32)C1 (stereo not given)
    0.8	0	0.2	2.3	-1.0	-8	-1.2	0.4	0	-1.1	-1
- CCCCC(=O)Nc1nnnn1CCC
    -0.8	5	0.6	0.8	-1.0	4	0.0	0.2	-2	0.4	0
- CC(=O)N1N=C(c2ccco2)CC1c1cccs1 (stereo not given)
    -0.4	2	2.9	-2.0	-1.0	-3	0.2	-0.4	1	2.6	-3
- CCOC(=O)c1c(NC(=O)c2c(-c3ccccc3)noc2C)sc(C)c1-c1ccccc1
    -3.5	3	-8.2	-6.1	-1.9	-5	-2.2	-2.3	0	-1.1	-3
- CN(C)Cc1ccc(F)cc1Sc1cc(Cl)ccc1Cl
    0.6	12	4.7	1.7	-1.0	-1	0.2	-0.1	-2	-0.3	-3
- O=c1[nH]c(C2CC2)nc2sc3c(c12)CCCC3
    0.3	-5	2.4	2.6	-1.1	-1	0.2	-0.5	3	-2.0	1
- CCN(CC)c1ccc(/C=N/NC(=O)C(O)c2ccccc2)cc1 (stereo not given)
    -3.0	1	-0.1	5.5	-1.7	-69	-1.5	-0.6	1	-1.6	2
- COc1cccc(N/C(=N/C(=S)Nc2ccc(C)cc2C)Nc2nc(C)cc(C)n2)c1
    -1.4	13	0.2	1.8	0.9	-3	0.4	1.1	0	0.1	6

Random draw from the library; overall some 7% were active at least once.
